OPRM1-OPRD1 inv – inverse agonist of human OPRM1-OPRD1 heterodimerization | 340,000 compounds, 0.21% hits | inhibition, % at 9.3 µM | AID 504357 | cell-based MOR-DOR heterodimer luminescence, inverse agonism | P35372+P41143; in the data active means inhibition above about 22%, passing the limit was not always enough;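 further: 0% = cells with DMSO and 100% = wells without cells with DMSO; values of inactives mirror those of a sister screen read the other way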
PfHsp90 set2 – reduces growth (ATP signal) of yeast expressing P. falciparum Hsp90; inhibition, % at 9.4 µM; S. cerevisiae expressing PfHsp90, BacTiter-Glo ATP, 48 h; yeast lacking PDR1 and PDR3 efflux regulators; 310,000 compounds, 0.32% hits;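 active means every replicate shows inhibition above about 80%, whatever the replicate mean, limit read from the data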;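 further: 0% = DMSO neutral controls and 100% = 20 µM radicicol positive controls; yeast relying on Plasmodium falciparum Hsp90 in place of its own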
Ecoli viability – bacterial growth inhibition, counter-screen for AddAB inhibitors | E. coli V3065 growth, OD600 absorbance, 18 h | inhibition, % at 11.9 µM | 330,000 compounds, 0.27% hits | AID 449728;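 active means inhibition above the campaign's mean inhibition across all tested compounds plus 3 SD, cut at about 9.9% in these data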;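 further: uninfected addAB+ strain grown without phage in ampicillin broth; 0% = DMSO wells and 100% = ciprofloxacin 0.95 µg/ml wells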
MOR-DOR ag – OPRM1-OPRD1 heterodimerization agonism | P35372+P41143 | cells, luminescence | activation, % at 9.3 µM | 340,000 compounds, 0.3% hits | AID 504326; in the data active means activation above about 18%;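 further: 0% = vehicle-treated cells and 100% = reference agonist; values of inactives mirror those of a sister screen read the other way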
Arrestin-AP2 inh – blocks beta-arrestin peptide binding to AP2 adaptin; FITC-arrestin peptide / GST-AP2 beads, flow cytometry; AP2 beta2 appendage carries R879A mutation; 340,000 compounds, 0.31% hits; inhibition, % at 10 µM;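 active means inhibition above a set limit, near 3 SD of compounds lacking own fluorescence, cut at about 54% in these data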;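 further: plate controls were DMSO wells for no effect and 5 µM unlabelled arrestin peptide for full effect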
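test system = AP2 appendage R879A on GSH beads | buffer or medium = PBS plus Tween 20 (0.05%) and BSA (0.1%) | incubation = 12 min plus 1 h, RT | detection = bead flow cytometry, FITC channel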
Pemphigus Ab inh – blocks pemphigus antibody binding to human desmoglein-3; P32926; DSG3-coupled beads, scFv-anti-DSG3-GFP binding, flow cytometry; hits give low values; binding (percent of control), % at 10 µM; 310,000 compounds, 0.48% hits;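 active means binding more than 3 SD below its plate's average and above zero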;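 further: hits lower antibody fragment binding to DSG3; some compounds called inactive have numbers as strong as hits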
Target sequence (P32926 whole entry, looked up, the tested form may be a part): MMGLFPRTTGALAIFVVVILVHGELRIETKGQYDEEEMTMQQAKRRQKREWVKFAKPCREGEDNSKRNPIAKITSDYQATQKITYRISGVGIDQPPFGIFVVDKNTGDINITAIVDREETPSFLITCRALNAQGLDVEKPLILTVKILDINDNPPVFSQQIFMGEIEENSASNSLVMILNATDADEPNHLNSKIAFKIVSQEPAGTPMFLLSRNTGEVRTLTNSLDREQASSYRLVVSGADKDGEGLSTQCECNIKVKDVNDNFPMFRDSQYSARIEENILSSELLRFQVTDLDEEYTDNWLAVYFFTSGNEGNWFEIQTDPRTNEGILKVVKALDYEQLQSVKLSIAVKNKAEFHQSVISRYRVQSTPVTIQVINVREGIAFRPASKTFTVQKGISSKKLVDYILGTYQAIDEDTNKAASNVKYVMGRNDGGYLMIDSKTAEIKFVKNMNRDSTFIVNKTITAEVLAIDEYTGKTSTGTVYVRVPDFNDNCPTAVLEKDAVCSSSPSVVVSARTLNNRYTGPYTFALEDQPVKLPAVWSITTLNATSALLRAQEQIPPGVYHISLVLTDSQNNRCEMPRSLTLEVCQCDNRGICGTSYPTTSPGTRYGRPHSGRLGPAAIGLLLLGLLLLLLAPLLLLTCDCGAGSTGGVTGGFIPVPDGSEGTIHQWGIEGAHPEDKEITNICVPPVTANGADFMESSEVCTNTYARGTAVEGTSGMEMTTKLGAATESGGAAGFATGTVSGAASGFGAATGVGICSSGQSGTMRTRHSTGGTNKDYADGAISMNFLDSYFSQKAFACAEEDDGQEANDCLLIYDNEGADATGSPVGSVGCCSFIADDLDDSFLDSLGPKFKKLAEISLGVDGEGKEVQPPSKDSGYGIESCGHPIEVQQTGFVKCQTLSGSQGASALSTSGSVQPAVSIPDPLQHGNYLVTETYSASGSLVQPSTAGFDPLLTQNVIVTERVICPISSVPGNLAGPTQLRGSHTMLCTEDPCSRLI
Tat export inh – inhibitors of E. coli Tat protein transport; AID 488895; 340,000 compounds, 0.036% hits; inhibition, % at 10 µM; E. coli MC4100 TorA-mCherry Tat export, fluorescence;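 active means mean replicate inhibition at least 50% and at least half of replicates individually reaching 50%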;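 further: exported cargo escapes ClpAP degradation while cytoplasmic cargo is degraded and loses fluorescence; 0% = median of neutral control wells and 100% = median of NaSCN control wells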
Mot1-301 SUMO – blocks SUMOylation pathway, rescuing yeast Mot1-301 growth | 320,000 compounds, 1% hits | S. cerevisiae Mot1-301 growth rescue, ATP luminescence, 38.5C; percent above DMSO median, 100 means doubled | growth rescue, % at 18.8 µM;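 active means every valid replicate shows activation above 250% relative to neutral control wells; inactive means the rest, any valid replicate at or below 250%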;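 further: OY570 slx delta 5 strain wells were the positive control but not used for scaling; some compounds called inactive have numbers as strong as hits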
AddAB inh – less growth of phage-infected E. coli with AddAB | E. coli expressing H. pylori AddAB, absorbance growth | inhibition, % at 11.9 µM | 330,000 compounds, 0.29% hits; in the data active means inhibition above about 12%;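 further: 0% = vehicle wells of infected cells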
PKA-R1A act – activators of PKA-R1A complex; P00514+P68181; PKA-R1A dissociation, Cy5-IP20 fluorescence polarization; scaled: DMSO 0%, 113 µM cGMP 100%; activation, % at 11.4 µM; 340,000 compounds, 0.083% hits; AID 504707;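 active means percent activation above the mean of all tested compounds plus 3 SD, cut at about 19% in these data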;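 further: higher means more PKAc released from R1A so a rise in polarization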
phage Ecoli inh – E. coli growth loss with phage present | 360,000 compounds, 0.26% hits | AID 651602 | inhibition, % at 11.9 µM | growth absorbance; in the data active means inhibition above about 11%
* hit, by the source's call; i = inactive; . = no result given.

SMILES	OPRM1-OPRD1 inv	PfHsp90 set2	Ecoli viability	MOR-DOR ag	Arrestin-AP2 inh	Pemphigus Ab inh	Tat export inh	Mot1-301 SUMO	AddAB inh	PKA-R1A act	phage Ecoli inh
COCCC(=O)N1CCC(Oc2ccc(C(=O)N3C[C@@H]4CCC[C@H]3C4)cc2)CC1	3	-4	-1.4	-0.6	26	104	-10	-21	3.6	4	3.8
COc1ccc(-c2cc(CNS(=O)(=O)c3cc(OC)ccc3OC)on2)cc1	9	19	-1.6	-2.9	-2	108	-2	189	1.8	-6	0.6
CCOC(=S)SCC(=O)Nc1nc(-c2ccccc2)cs1	2	-37	-0.3	-0.4	-2	114	-1	40	3.3	3	2.9
CC(C)(C)c1cc(NS(=O)(=O)c2cccs2)no1	11	-4	1.0	-2.3	-2	129	2	-26	3.7	-1	-0.4
Cc1cccc(OCC(=O)O/N=C(\N)Cc2cccs2)c1	-11	-12	2.4	2.4	23	126	-15	-8	0.4	9	1.4
COc1ccc(/C=N/n2c(N)nc3ccccc32)cc1OC	5	3	-1.4	-0.9	-2	104	-4	-3	1.9	6	0.0
CCOC(=O)N1CCN(C(=O)/C=C/c2cccc([N+](=O)[O-])c2)CC1	-18	2	-1.1	3.1	15	104	-14	-11	2.0	-1	3.7
CCCCN(C(=S)Nc1cccc(SC)c1)C1CCN(C(C)=O)CC1	12	-48	0.5	-2.1	-10	101	-2	-4	1.1	-3	5.0
CCOc1ccc(-c2nc(CSc3nnc(N)s3)cs2)cc1	8	-23	-0.5	-1.6	2	96	4	-3	-1.7	-8	3.1
N#C/C(=C\c1coc2ccc(O)cc2c1=O)C(=O)Nc1nc2ccccc2s1	7	-12	-2.0	-1.4	-1	89	-1	89	-2.2	-4	0.6
Cn1c(SCC(=O)N/N=C/C=C/c2ccco2)nc2ccccc21	1	8	-2.2	-0.2	22	102	0	114	2.2	-4	1.8
CCN1CC2=C(OC(N)=C(C#N)C2c2ccccc2)/C(=C\c2ccccc2)C1 (centres undefined)	2	3	0.1	-0.3	3	123	-6	3	3.9	2	0.2
O=C1CC(NS(=O)(=O)c2cccnc2)CN1c1ccccc1 (centres undefined)	5	27	0.9	-0.9	-8	127	-7	-1	1.0	-5	1.5
COc1ccc(CCNC(=O)C(=O)NCC2CCCO2)cc1 (centres undefined)	14	-7	1.2	-2.6	-7	103	0	-7	-2.0	-5	0.6
Cc1ccccc1OCC(=O)NNC(=S)NC(=O)c1ccccc1[N+](=O)[O-]	22	0	-3.2	-4.1	-4	101	-5	0	-5.5	-3	-2.0
Cn1c(SCc2ccon2)nc2ccccc2c1=O	14	-24	1.1	-3.1	-15	123	-1	-11	1.8	1	1.2
Cn1c(=O)c(=O)n(C)c2cc(S(=O)(=O)N3CCOc4ccccc43)ccc21	-4	11	-1.3	0.5	0	92	-4	3	0.3	-7	0.6
CCOC(=O)c1cccc(NC(=O)C(C)N2C(=O)c3ccccc3C2=O)c1 (centres undefined)	16	-21	-5.0	-3.9	24	.	-9	0	1.9	9	0.3
COc1cc2c(cc1OC)C(C)N(C(=O)c1cc(C)on1)CC2 (centres undefined)	-1	-21	1.0	0.2	5	106	-1	2	-0.9	5	1.8
Cc1ccccc1NC(=O)C(Cl)=C(Cl)Cl	4	-3	-1.6	-0.5	-1	92	-6	-6	1.9	-10	4.0
C=CCNC(=S)Nc1ccc(OC(F)F)c(Cl)c1	.	-2	1.8	.	-1	99	-1	0	-0.4	.	7.2
Cc1ccc(NCc2ccccc2O)cc1C	-9	-105	3.5	1.7	-11	102	0	22	2.0	0	2.7
CCN(CC)CCn1nc(C)nc1-c1ccccc1O	-15	9	0.9	2.4	13	107	-3	12	2.3	-3	-1.3
O=C(CCc1nc(-c2ccccc2)no1)NCCc1ccccc1	5	.	1.5	-1.0	-6	99	1	70	1.6	-1	.
Cc1nc2c(C)cccc2cc1C(=O)N/N=C/c1ccc(O)cc1	0	11	0.8	-0.1	-9	106	-1	-15	1.4	4	2.7

An excerpt from above in order of SMILES length, descending.
SMILES	OPRM1-OPRD1 inv	PfHsp90 set2	Ecoli viability	MOR-DOR ag	Arrestin-AP2 inh	Pemphigus Ab inh	Tat export inh	Mot1-301 SUMO	AddAB inh	PKA-R1A act	phage Ecoli inh
Cn1c(=O)c(=O)n(C)c2cc(S(=O)(=O)N3CCOc4ccccc43)ccc21	-4	11	-1.3	0.5	0	92	-4	3	0.3	-7	0.6
CCOC(=O)N1CCN(C(=O)/C=C/c2cccc([N+](=O)[O-])c2)CC1	-18	2	-1.1	3.1	15	104	-14	-11	2.0	-1	3.7
N#C/C(=C\c1coc2ccc(O)cc2c1=O)C(=O)Nc1nc2ccccc2s1	7	-12	-2.0	-1.4	-1	89	-1	89	-2.2	-4	0.6
COc1ccc(-c2cc(CNS(=O)(=O)c3cc(OC)ccc3OC)on2)cc1	9	19	-1.6	-2.9	-2	108	-2	189	1.8	-6	0.6
CCCCN(C(=S)Nc1cccc(SC)c1)C1CCN(C(C)=O)CC1	12	-48	0.5	-2.1	-10	101	-2	-4	1.1	-3	5.0
Cc1nc2c(C)cccc2cc1C(=O)N/N=C/c1ccc(O)cc1	0	11	0.8	-0.1	-9	106	-1	-15	1.4	4	2.7
O=C1CC(NS(=O)(=O)c2cccnc2)CN1c1ccccc1 (centres undefined)	5	27	0.9	-0.9	-8	127	-7	-1	1.0	-5	1.5
COc1ccc(/C=N/n2c(N)nc3ccccc32)cc1OC	5	3	-1.4	-0.9	-2	104	-4	-3	1.9	6	0.0
C=CCNC(=S)Nc1ccc(OC(F)F)c(Cl)c1	.	-2	1.8	.	-1	99	-1	0	-0.4	.	7.2
Cn1c(SCc2ccon2)nc2ccccc2c1=O	14	-24	1.1	-3.1	-15	123	-1	-11	1.8	1	1.2
Cc1ccc(NCc2ccccc2O)cc1C	-9	-105	3.5	1.7	-11	102	0	22	2.0	0	2.7

More structures:
SMILES	OPRM1-OPRD1 inv	PfHsp90 set2	Ecoli viability	MOR-DOR ag	Arrestin-AP2 inh	Pemphigus Ab inh	Tat export inh	Mot1-301 SUMO	AddAB inh	PKA-R1A act	phage Ecoli inh
COc1ccc(-c2noc(=O)n2Cc2cc(C)ccc2C)cc1	-33	-23	1.1	6.7	-2	103	-7	233	1.9	-1	3.7
O=C(N/N=C/c1ccc(O)c(O)c1)C1CC1	.	.	-0.9	.	33	105	.	-15	-2.1	.	-5.1
O=c1cnnc(Nc2ccc(Nc3ccccc3)cc2)[nH]1	0	-32	0.3	0.0	4	114	0	5	0.9	0	4.9
COc1ccc(Cl)cc1NC(=O)CN1CCN(S(=O)(=O)N2CCOCC2)CC1	14	-5	-3.0	-1.9	-9	.	-2	291*	3.2	-11	0.1
CC12CCC(C(=NO)C1=NO)C2(C)C (centres undefined)	18	14	.	-3.7	-6	.	-10	.	.	1	3.2
N=c1ccn(Cc2ccc([N+](=O)[O-])cc2)cc1	12	-7	2.2	-2.5	-6	.	-9	-5	-0.7	3	-1.2
COc1ccc(CNS(=O)(=O)CCNC(=O)c2ccc(OC)cc2)cc1	8	22	1.3	-1.3	-14	104	-5	0	0.5	-11	5.2
O=C1c2cccc3cccc(c23)C(=O)N1CCN1CCN(C(=S)Nc2ccc(Cl)cc2)CC1	10	-11	-0.4	-1.8	3	98	-4	15	0.7	-18	1.2
CC(C)(O)C#Cc1ccc(CN2CCN(C3CCCCC3)C(CCO)C2)s1 (centres undefined)	12	1	-0.8	-2.5	-14	97	-2	i	2.0	-1	0.7
COc1ccc(C2(C)NC(=O)N(CC(=O)Nc3c(C)n(C)n(-c4ccccc4)c3=O)C2=O)cc1 (centres undefined)	0	-14	-1.6	0.0	-5	105	-1	205	-0.9	1	4.0
O=S(=O)(NCCN1CCOCC1)c1ccc(Oc2ccccc2Cl)cc1	12	-16	1.4	-1.8	-2	101	3	8	3.4	-2	-2.3
Nc1c(C(=O)Nc2ccc(Br)cc2)sc2nc(-c3ccco3)ccc12	-7	-5	-0.7	1.2	20	89	-5	-1	0.0	5	0.6
O=C(Cn1c(=O)oc2ccccc21)NCCc1ccccc1Cl	9	.	1.2	-1.8	2	117	-5	4	1.9	-9	-1.4
Cc1cc(C)cc(NC(=S)N2CCN(S(C)(=O)=O)CC2)c1	7	-5	-1.0	-1.8	-5	104	2	3	1.6	-16	-0.2
O=C(NN=C1CCN(Cc2ccccc2)CC1)c1cc2ccccc2cc1O	-19	7	-0.3	3.4	45	93	-2	-14	0.9	-6	5.3
OCCC1CN(Cc2ccc3cccc(F)c3n2)CCN1Cc1ccccc1 (centres undefined)	9	-34	-0.1	-1.8	-4	111	-1	10	0.2	-1	1.8
O=C(N/N=C/c1ccc2c(c1)OCO2)c1ccc(COc2cccc3cccnc23)cc1	1	15	1.9	-0.3	-10	105	-10	18	3.0	4	3.3
COc1ccc(OCCOCCN2CCN(C)CC2)cc1	10	7	-1.2	-2.1	-9	119	5	15	-0.3	-7	-0.7
O=C(CN(Cc1ccccc1)C(=O)c1cc2c(s1)CCC2)NCc1cccs1	3	12	1.7	-0.6	33	104	5	-8	4.0	-5	2.9
CSCC[C@H](NC(=O)N1CCn2c1nc1ccccc12)C(=O)NCc1ccccc1	.	1	-0.2	.	1	103	2	-11	1.0	-11	0.2
O=C(NCCc1ccccc1)c1ccc2c(c1)OCO2	9	2	0.4	-1.6	-4	101	-9	6	0.0	13	0.3
COc1ccc(NC(=O)CSc2nc(N)c(NC(=O)c3cccs3)c(=O)[nH]2)cc1	16	-6	0.2	-3.0	3	94	0	-3	2.0	-7	0.6
O=C(CCS(=O)(=O)c1cccc2nonc12)N1CCN(c2ccc(F)cc2)CC1	-3	12	-0.7	0.5	-1	101	14	10	2.6	-13	1.4
CC[n+]1c(C)n(C)c2cc(S(=O)(=O)N(C)C)ccc21	-4	-1	2.1	0.7	-8	98	-3	14	3.4	1	1.3
O=C(O)/C(=C\c1c(C(=O)O)[nH]c2cc(Cl)cc(Cl)c12)c1ccccc1	8	6	-2.7	-1.5	9	97	-9	106	-2.2	-15	2.4
N/C(=N\OC(=O)CSc1ccccc1)c1ccc([N+](=O)[O-])cc1	-8	10	-0.3	1.7	-1	102	0	603	0.4	3	4.0
CN1C(=O)C(O)(CC(=O)/C=C\c2ccc3c(c2)OCO3)c2ccccc21 (centres undefined)	.	12	2.5	.	-12	100	-1	-8	5.5	.	2.7
C(=N\N1CCN(c2ccccn2)CC1)/c1ccco1	12	-10	-1.6	-2.3	6	100	-4	2	-1.1	-8	2.6
Cc1cc(C)nc(N/N=C/c2ccco2)n1	10	-10	-0.1	-1.8	1	87	-2	0	0.2	1	-1.0
COc1ccc(C(=O)Cc2cc3ccccc3oc2=O)cc1	2	12	0.6	-0.4	-4	99	2	31	1.1	-2	2.0
